HTR5A inv ctr = HTR5A inverse agonism, opioid heterodimer counter-screen; actives 0.083% (n = 340,000); P47898; inhibition, % at 9.3 µM; HTR5A cell line, luminescence; AID 504634; in the data active = inhibition mostly above about 23%, no sharp cut-off; inactive = mostly below about 18%;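 note: 0% = cells with DMSO and 100% = no-cell wells with DMSO; some compounds called inactive have numbers as strong as hits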
PKA-R2B act = activators of human PKA-R2B complex. AID 504700. P22694+P31323. PKA-R2B holoenzyme dissociation, Cy5-IP20 fluorescence polarization; R2B truncated from residue 108, S112A mutant; 0% DMSO only, 100% 113 µM cGMP. actives 0.079% (n = 340,000). activation, % at 11.4 µM;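 active = activation above a cutoff set at the mean over all compounds plus 3 SD, cut at about 18% in these data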;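 note: higher means more holoenzyme dissociation and a rise in polarization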
phage Ecoli inh = E. coli growth loss with phage present; growth absorbance; inhibition, % at 11.9 µM; actives 0.26% (n = 360,000); in the data active = inhibition above about 11%
SUMO Mot1 rescue = inhibitors of SUMOylation pathway: yeast Mot1-301 growth rescue; S. cerevisiae Mot1-301 growth rescue, ATP luminescence, 38.5C; percent above DMSO median, 100 means doubled; growth rescue, % at 18.8 µM; actives 1% (n = 320,000); AID 2716;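 active = every valid replicate shows activation above 250% relative to neutral control wells; inactive = the rest, any valid replicate at or below 250%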;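 note: OY570 slx delta 5 strain wells were the positive control but not used for scaling; some compounds called inactive have numbers as strong as hits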
PKA-R1A act = PKA-R1A complex activation. PKA-R1A dissociation, Cy5-IP20 fluorescence polarization; scaled: DMSO 0%, 113 µM cGMP 100%. activation, % at 11.4 µM. AID 504707. actives 0.083% (n = 340,000). P00514+P68181;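 active = percent activation above the mean of all tested compounds plus 3 SD, cut at about 19% in these data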;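 note: higher means more PKAc released from R1A so a rise in polarization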
AddAB inh = less growth of phage-infected E. coli with AddAB; inhibition, % at 11.9 µM; actives 0.29% (n = 330,000); E. coli expressing H. pylori AddAB, absorbance growth; in the data active = inhibition above about 12%;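 note: 0% = vehicle wells of infected cells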
PfHsp90 set2 = growth inhibition of yeast expressing Plasmodium Hsp90. actives 0.32% (n = 310,000). inhibition, % at 9.4 µM. AID 504621. S. cerevisiae expressing PfHsp90, BacTiter-Glo ATP, 48 h; yeast lacking PDR1 and PDR3 efflux regulators;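 active = every replicate shows inhibition above about 80%, whatever the replicate mean, limit read from the data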;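 note: 0% = DMSO neutral controls and 100% = 20 µM radicicol positive controls; yeast relying on Plasmodium falciparum Hsp90 in place of its own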
Ecoli viability = counter-screen for AddAB inhibitors: E. coli growth inhibition. E. coli V3065 growth, OD600 absorbance, 18 h. inhibition, % at 11.9 µM. actives 0.27% (n = 330,000);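 active = inhibition above the campaign's mean inhibition across all tested compounds plus 3 SD, cut at about 9.9% in these data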;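 note: uninfected addAB+ strain grown without phage in ampicillin broth; 0% = DMSO wells and 100% = ciprofloxacin 0.95 µg/ml wells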
MOR-DOR ag = OPRM1-OPRD1 heterodimerization agonism; cells, luminescence; activation, % at 9.3 µM; actives 0.3% (n = 340,000); in the data active = activation above about 18%;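 note: 0% = vehicle-treated cells and 100% = reference agonist; values of inactives mirror those of a sister screen read the other way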
Target sequence (P35372 whole entry, looked up): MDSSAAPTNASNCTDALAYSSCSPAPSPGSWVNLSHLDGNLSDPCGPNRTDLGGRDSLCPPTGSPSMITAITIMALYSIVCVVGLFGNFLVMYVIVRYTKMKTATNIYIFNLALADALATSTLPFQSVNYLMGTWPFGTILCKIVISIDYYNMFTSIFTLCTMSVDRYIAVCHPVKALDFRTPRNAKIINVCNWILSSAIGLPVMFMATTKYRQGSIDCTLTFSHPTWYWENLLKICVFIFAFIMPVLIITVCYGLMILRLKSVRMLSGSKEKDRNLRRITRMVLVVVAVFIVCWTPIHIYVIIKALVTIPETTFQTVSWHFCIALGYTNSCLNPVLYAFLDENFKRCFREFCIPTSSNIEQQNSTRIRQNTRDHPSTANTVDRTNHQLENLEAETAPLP
Target sequence (P41143 whole entry, looked up): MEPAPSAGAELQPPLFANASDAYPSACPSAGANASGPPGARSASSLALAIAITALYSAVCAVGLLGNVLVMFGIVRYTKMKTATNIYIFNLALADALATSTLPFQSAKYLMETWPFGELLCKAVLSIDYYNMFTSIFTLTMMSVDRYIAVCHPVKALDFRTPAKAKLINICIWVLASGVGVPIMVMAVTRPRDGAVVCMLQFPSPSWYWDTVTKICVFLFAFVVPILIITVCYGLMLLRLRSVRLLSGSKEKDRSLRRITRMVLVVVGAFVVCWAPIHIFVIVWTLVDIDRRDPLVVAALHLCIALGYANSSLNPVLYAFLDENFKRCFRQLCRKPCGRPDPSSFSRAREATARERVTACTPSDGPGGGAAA
Tat export inh = blocks Tat-dependent protein export in E. coli; E. coli MC4100 TorA-mCherry Tat export, fluorescence; inhibition, % at 10 µM; actives 0.036% (n = 340,000);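 active = mean replicate inhibition at least 50% and at least half of replicates individually reaching 50%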;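 note: exported cargo escapes ClpAP degradation while cytoplasmic cargo is degraded and loses fluorescence; 0% = median of neutral control wells and 100% = median of NaSCN control wells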
OPRM1-OPRD1 inv = mu-delta opioid heterodimer inverse agonism. P35372+P41143. cell-based MOR-DOR heterodimer luminescence. inhibition, % at 9.3 µM. actives 0.21% (n = 340,000). AID 504357; in the data active = inhibition above about 22%, passing the limit was not always enough;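 note: 0% = cells with DMSO and 100% = wells without cells with DMSO; values of inactives mirror those of a sister screen read the other way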
Active calls of the source: *; . = no result given.

Screens in order: HTR5A inv ctr	PKA-R2B act	phage Ecoli inh	SUMO Mot1 rescue	PKA-R1A act	AddAB inh	PfHsp90 set2	Ecoli viability	MOR-DOR ag	Tat export inh	OPRM1-OPRD1 inv
> COc1ccc(S(=O)(=O)N2CCOCC2)cc1NC(=O)CC(C)c1ccccc1 (stereo not drawn)
  -14	1	3.0	8	-5	1.7	5	0.4	-2.6	-6	10
> CCOC(=O)C1=NOC(CN(c2ccccc2)S(=O)(=O)c2ccc(Cl)cc2)C1 (stereo not drawn)
  -9	-11	4.6	-17	-10	-2.6	-4	-1.3	2.7	0	-19
> Cc1ccc2c(c1)CCCN2C(=O)C1CCCO1 (stereo not drawn)
  -18	3	.	-3	-7	0.9	-3	-0.3	-1.2	3	7
> CCn1c(=O)cc(OCC(=O)Nc2cc(C)ccn2)c2ccccc21
  -6	1	4.3	9	7	0.2	.	-0.9	-0.3	8	1
> O=C(CN1C(=O)C2CCCCC2C1=O)Nc1ccccc1N1CCCC1 (stereo not drawn)
  -4	-8	4.0	-2	-12	0.5	-8	2.4	-1.8	-17	10
> CCOc1ccc(C2CC(c3ccc(F)cc3)Nc3nc(N)nn32)cc1 (stereo not drawn)
  2	2	2.4	13	-12	3.2	-16	-2.1	-0.5	5	3
> O=C(Nc1cccc(Cl)c1N1CCOCC1)c1ccc(Br)o1
  -2	2	2.8	22	-12	1.3	5	-0.2	-2.1	-2	11
> O=c1c2c([nH]n1-c1ccccc1)CCSC2
  2	12	2.8	3	-6	0.8	-25	-0.5	-2.5	-2	11
> CCOC(=O)C1CCN(Cc2cccc(OC)c2)CC1
  -12	-3	2.1	-8	-1	1.3	9	-1.1	1.0	3	-7
> COc1cccc(CN2C(=O)C3(C(C#N)=C(N)OC4=C3C(=O)CCC4)c3ccccc32)c1 (stereo not drawn)
  -1	8	2.2	106	-6	0.4	-15	-0.2	-1.2	-6	7
> CCc1ccc(/C=C2\Oc3cc(OC(=O)N4CCOCC4)ccc3C2=O)cc1
  -11	-9	3.1	22	-1	4.5	49	1.0	0.1	13	-1
> Cc1ccc(C(O)c2ccc(-n3ccnc3)cc2)cc1 (stereo not drawn)
  15	3	1.5	-3	2	-0.7	-36	-0.5	-4.8	8	25
> O=C1CCC([N+](=O)[O-])C(c2cc(Br)ccc2F)N1 (stereo not drawn)
  -11	10	4.8	-10	-1	2.2	3	-0.1	-0.1	-1	0
> N#Cc1ccc(COC(=O)CCc2c[nH]c3ccccc23)cc1
  -10	3	0.7	237	3	3.2	-54	0.4	0.7	-7	-4
> CC(Sc1nnc(COc2ccc([N+](=O)[O-])cc2)n1C)C(=O)O (stereo not drawn)
  10	8	1.5	59	-4	0.2	-9	-0.4	-4.3	-4	20
> O=C(c1ccco1)[C@@H]1[C@@H]2C(=O)N(c3ccc(F)cc3)C(=O)[C@@H]2[C@H]2C=Cc3ccccc3N21
  -6	-10	4.5	-10	-8	3.5	-3	-1.6	-0.2	4	1
> O=C(NCCCN1CCOCC1)C1CCN(S(=O)(=O)c2c(Cl)cccc2Cl)CC1
  6	-15	2.7	184	-8	-1.8	2	-3.9	0.1	-17	-1
> O=C(COC(=O)C(CO)NS(=O)(=O)c1ccc(Br)cc1)Nc1ccc2c(c1)OCCO2 (stereo not drawn)
  -9	3	2.3	1	7	-2.0	-2	-2.8	-2.0	-3	8
> C[C@H](CO)N1C[C@H](C)[C@@H](CN(C)Cc2ccc(Oc3ccccc3)cc2)Oc2c(NC(=O)c3ccncc3)cccc2C1=O
  -11	-7	2.5	62	0	0.1	3	-3.4	-0.4	9	2
> COc1cc2nc(CN3CCN(S(=O)(=O)c4ccc(Cl)cc4)CC3)[nH]c(=O)c2cc1OC
  4	-7	-0.3	7	-2	0.4	-117	-0.3	1.0	0	-5

One compound at a time, from the list above:
O=C(c1ccco1)[C@@H]1[C@@H]2C(=O)N(c3ccc(F)cc3)C(=O)[C@@H]2[C@H]2C=Cc3ccccc3N21 as listed: HTR5A inv ctr = -6; PKA-R2B act = -10; phage Ecoli inh = 4.5; SUMO Mot1 rescue = -10; PKA-R1A act = -8; AddAB inh = 3.5; PfHsp90 set2 = -3; Ecoli viability = -1.6; MOR-DOR ag = -0.2; Tat export inh = 4; OPRM1-OPRD1 inv = 1
CC(Sc1nnc(COc2ccc([N+](=O)[O-])cc2)n1C)C(=O)O (stereo not drawn) as listed: HTR5A inv ctr = 10; PKA-R2B act = 8; phage Ecoli inh = 1.5; SUMO Mot1 rescue = 59; PKA-R1A act = -4; AddAB inh = 0.2; PfHsp90 set2 = -9; Ecoli viability = -0.4; MOR-DOR ag = -4.3; Tat export inh = -4; OPRM1-OPRD1 inv = 20

The listing continues.
Screens in order: HTR5A inv ctr	PKA-R2B act	phage Ecoli inh	SUMO Mot1 rescue	PKA-R1A act	AddAB inh	PfHsp90 set2	Ecoli viability	MOR-DOR ag	Tat export inh	OPRM1-OPRD1 inv
> Cc1ncc(C[n+]2csc(CCOC(=O)C34CC5CC(CC(C5)C3)C4)c2C)c(N)n1
  3	2	2.3	-13	2	0.4	-46	-1.3	0.3	-13	-1
> CN1C(=O)NC(c2ccc(O)cc2)C(C(=O)c2cccs2)C1(O)C(F)(F)F (stereo not drawn)
  0	-2	-1.1	15	-8	0.7	-3	-2.4	-2.5	-11	14
> CCOc1ccccc1NC(=O)c1ccc2nc[nH]c2c1
  -31	-4	-0.2	457	-7	1.3	6	-1.1	-0.7	1	4
> CCN1CCN(C(=O)c2cnn3c(C(F)F)cc(-c4ccc(C)cc4)nc23)CC1
  1	-10	1.5	8	-6	-1.4	25	0.2	-2.1	-7	9
> Cc1nc2ccccc2cc1C(=O)Nc1ccccc1Cl
  -4	-5	0.5	-12	3	-3.7	2	-1.7	-1.8	-18	8
> CC1CCC(NS(=O)(=O)c2ccc3c(c2)n(C)c(=O)c(=O)n3C)CC1 (stereo not drawn)
  -3	4	1.8	-4	-7	1.9	.	-0.5	-2.7	-2	13
> CN(CC(=O)Nc1ccc(Cl)c(C(F)(F)F)c1)C(=O)C1CCCO1 (stereo not drawn)
  -20	5	8.2	0	10	2.2	-5	0.7	-4.6	-10	19
> Cc1cc(C)c2[nH]c(=O)c(CN(Cc3cccnc3)C(=S)NCCCN(C)C)cc2c1
  4	6	1.5	8	-13	2.8	8	-0.9	-3.8	4	17
> O=C(NCC1(O)CCCCC1)C1CCC(=O)N(Cc2ccccc2F)C1 (stereo not drawn)
  -18	-5	2.8	-11	-4	2.4	-11	-1.1	-0.5	2	3
> OC(CN1CCOCC1)Cn1c2ccccc2c2ccccc21 (stereo not drawn)
  1	9	0.1	39	10	-0.6	10	-1.8	-3.0	-3	14
> CC12CCC(C(NC(=S)NN)C1=O)C2(C)C (stereo not drawn)
  10	3	1.9	.	-8	.	-7	.	-1.8	0	9
> COc1ccc(-c2noc(CCC(=O)N3CCN(c4ccccc4Br)CC3)n2)cc1
  -15	-1	3.2	.	-4	-0.2	-12	1.1	-1.5	17	7
> O=C(CCNC(=O)c1ccc(Br)cc1)Nc1ccc(S(=O)(=O)Nc2ncccn2)cc1
  -23	0	4.3	-15	3	1.2	24	1.9	-0.9	-12	5
> O=C(Cn1cnc2c(nnn2Cc2ccc(F)cc2)c1=O)Nc1ccc2c(c1)OCCO2
  10	-1	0.2	-3	-2	2.7	-34	-0.5	-3.8	6	20
> CN1CCc2c(sc3c2C(=O)NC(c2cccc(OC(=O)c4cccs4)c2)N3)C1 (stereo not drawn)
  -10	-8	1.2	97	-1	1.4	-34	-2.5	-1.8	-11	11
> COC(=O)CSC1=C(C#N)C(=O)NC(c2ccccc2)S1 (stereo not drawn)
  0	1	2.9	30	-9	0.7	12	1.6	-1.7	-6	10
> COc1cc(C2c3c([nH]c(=O)[nH]c3=O)Nc3ccc4ccccc4c32)cc(OC)c1OC (stereo not drawn)
  -4	0	1.4	-5	-2	1.7	50	-0.7	-3.2	-4	17
> O=C(NC(=S)Nc1cccc(-c2ccc(CO)o2)c1)c1cccs1
  6	5	-2.2	.	-6	0.5	-6	-0.4	-4.9	-2	25
> Cc1ccc(NC(=O)c2ccc(S(=O)(=O)NCc3cccnc3)cc2)cc1C
  6	-4	0.6	1	0	3.3	5	-1.6	-1.2	-5	7
> Cc1cccc(Nc2nc(CC(=O)O)cs2)c1
  5	10	4.7	24	1	-2.8	-8	-2.4	-0.1	-8	1
> CC1(C)Cc2cccc(OCC(=O)Nc3ccccc3F)c2O1
  -7	-1	2.4	-14	1	3.0	18	1.6	0.0	-8	0
> O=C(Nc1ccc(Cl)cc1)C1CCCN(C2=NS(=O)(=O)c3ccccc32)C1 (stereo not drawn)
  5	-13	0.1	-17	-1	2.8	.	-1.5	-3.6	-4	14
> CCS(=O)(=O)c1ccc(O)c(N2C(=O)C3C4C=CC(C4)C3C2=O)c1 (stereo not drawn)
  -1	-8	-1.4	30	-14	1.4	7	1.1	-3.1	-10	18
> O=C(c1c(Cl)nc2sccn12)N1CCCc2ccccc21
  9	-9	3.1	-5	-2	3.2	-56	1.6	-1.7	4	10
> O=C1CCC(=O)N1c1cccc(-c2nc3ccccc3o2)c1
  5	-5	2.6	0	-5	-0.3	.	-0.7	-3.0	3	15
> O=C(CC1OC(=O)c2ccccc21)Nc1cccc(S(=O)(=O)N2CCCCCC2)c1 (stereo not drawn)
  -31	6	1.2	3	-3	-0.1	-12	0.6	-1.0	-2	5
> Cc1cc(S(=O)(=O)N2CCOCC2)c(C)s1
  11	-14	1.8	0	5	1.9	25	1.1	-3.4	0	17
> CC(C)NC(=O)c1ccc(CN2CCc3ccccc3C2)cc1
  -6	-6	3.7	-11	-3	.	6	.	-3.1	-10	15
> O=C(Cc1csc(NC(=O)Nc2cccc(Cl)c2)n1)NCc1cccnc1
  25	-4	5.8	163	-3	0.4	.	1.0	-2.7	4	14
> COC(=O)c1ccc(NC(=O)c2ccc3c(c2)OCO3)cc1
  -29	-7	-0.8	-7	2	0.9	10	1.8	-0.2	0	1
> Cc1ccc(C2=NN(C(=S)Nc3ccccc3)C(c3ccco3)C2)cc1 (stereo not drawn)
  -9	7	3.2	-17	-7	-0.6	-2	2.4	-1.3	-5	7
> Cc1ccccc1CNS(=O)(=O)c1c(C(=O)N2CCCC2)c(C)n(C)c1C
  -14	8	0.4	7	7	1.7	-11	-4.2	0.1	0	0
> COc1ccc(C(=O)c2coc3ccc(O)c(CN4CCOCC4)c23)cc1
  -7	-9	0.0	129	-1	3.1	9	-0.4	-0.8	-4	4
> CC(=O)c1cccc(NC(=O)NCCc2c[nH]c3ccccc23)c1
  2	6	1.8	-15	-3	1.8	-5	0.8	0.7	-2	-4
> COc1cc(/C=C(\C#N)C(=O)NCC2CCCO2)ccc1OCC(=O)O (stereo not drawn)
  .	.	3.8	5	.	1.4	-16	-0.4	.	27	.
> O=C(c1cc(COc2cccc(C(F)(F)F)c2)on1)N1CCC(Oc2cccnc2)CC1
  -4	-15	-0.2	205	-9	2.7	3	-0.1	0.5	9	-3
> CCN(C[C@H]1N[C@@](CC)(C(=O)OC)[C@H]2C(=O)N(Cc3ccccc3)C(=O)[C@@H]12)C(=O)c1ccc(F)cc1
  -4	2	0.7	-6	0	1.2	13	-2.1	0.5	1	-2
> O=C(COc1ccccc1)NC1CCN(Cc2ccccc2)CC1
  -1	-7	1.8	120	-12	1.7	.	1.6	-0.8	5	4
